# FBW7 act = human FBW7 E3 ligase activation, primary screen; Q969H0; AlphaScreen FBW7–phospho-cyclin E peptide binding, activator screen; normalized activity (activation), % at 26.1 µM; 0.13% of 650,000 active; AID 1259310; in the data active = normalized activity above about 1.9%;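 note: purified mutant Fbw7 with reduced substrate affinity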
# MITF primary = inhibitors of human MITF; O75030; AlphaScreen MITF homodimerization, bead proximity signal; inhibition, % at 2.6 µM; 0.91% of 650,000 active; AID 1259374; in the data active = inhibition above about 50%;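 note: 0% = vehicle wells with protein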
# Target sequence (O75030 whole entry, looked up): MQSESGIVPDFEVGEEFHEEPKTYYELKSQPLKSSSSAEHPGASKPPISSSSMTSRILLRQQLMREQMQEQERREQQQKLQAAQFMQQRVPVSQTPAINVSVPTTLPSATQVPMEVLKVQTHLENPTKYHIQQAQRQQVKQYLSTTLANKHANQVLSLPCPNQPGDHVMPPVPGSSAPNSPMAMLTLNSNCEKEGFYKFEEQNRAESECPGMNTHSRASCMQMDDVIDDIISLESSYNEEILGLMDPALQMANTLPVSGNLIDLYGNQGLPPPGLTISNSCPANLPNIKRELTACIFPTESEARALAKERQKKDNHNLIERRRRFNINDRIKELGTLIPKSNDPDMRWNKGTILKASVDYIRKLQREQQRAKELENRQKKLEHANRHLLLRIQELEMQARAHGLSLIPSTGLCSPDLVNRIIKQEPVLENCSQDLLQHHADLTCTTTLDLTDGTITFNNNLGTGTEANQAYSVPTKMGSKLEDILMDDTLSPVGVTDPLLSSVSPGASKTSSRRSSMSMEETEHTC
# TEAD-YAP block = TEAD-YAP interaction inhibition; HEK-TIYL cells, TEAD-Gal4/YAP UAS-luciferase luminescence; inhibition, % at 9.12 µM; 1.4% of 640,000 active; AID 1259422; in the data active = inhibition above about 32%;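 note: 0% = median of test compound wells and 100% = reference inhibitor wells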
# GPR151 activ = human GPR151 activation | PathHunter beta-arrestin GPR151 cells, luminescence | Q8TDV0 | activation, % at 11.2 µM | AID 1508602 | 1% of 650,000 active; in the data active = activation above about 4.9%;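 note: 0% = median of compound wells and 100% = cells with positive control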
# Target sequence (Q8TDV0 whole entry, looked up): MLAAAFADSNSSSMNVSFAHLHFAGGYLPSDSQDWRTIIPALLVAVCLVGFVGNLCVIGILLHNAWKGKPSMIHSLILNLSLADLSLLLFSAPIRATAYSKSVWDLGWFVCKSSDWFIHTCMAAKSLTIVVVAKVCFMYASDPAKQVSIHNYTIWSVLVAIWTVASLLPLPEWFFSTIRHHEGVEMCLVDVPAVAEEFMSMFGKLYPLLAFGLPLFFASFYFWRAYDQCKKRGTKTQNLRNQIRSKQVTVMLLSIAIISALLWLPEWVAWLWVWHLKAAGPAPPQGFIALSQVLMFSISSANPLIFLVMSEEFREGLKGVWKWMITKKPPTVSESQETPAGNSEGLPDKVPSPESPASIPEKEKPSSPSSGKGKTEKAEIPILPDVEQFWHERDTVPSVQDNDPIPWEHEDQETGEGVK
# * hit, by the source's call.
SMILES,FBW7 act,MITF primary,TEAD-YAP block,GPR151 activ
Cc1cncc2cccc(NC3CCN(C(=O)c4cccc(Br)c4)C3)c12 (stereo not given),-0.1,13.4,24.6,0.1
COC(=O)c1c(NC(C)=O)sc2c1CCC2,0.1,5.3,1.9,0.3
COc1ccc(C(=O)NC(=S)Nc2ccc3[nH]c(=O)[nH]c3c2)cc1,-0.1,1.6,2.5,-0.9
CCc1cccc(C)c1NC(=S)N(Cc1ccc(C(=O)O)cc1)Cc1ccc(OC)c(OC)c1,0.1,-5.6,-5.4,-2.6
CSc1ccccc1NC(=O)c1nn2c(C(F)(F)F)cc(-c3ccc(F)cc3)nc2c1Cl,0.2,13.5,0.8,3.1
Cc1cccc(NC(=O)CSc2nnc(NC(=O)CC(C)C)s2)c1C,0.5,15.3,8.5,0.7
CCN(CC)S(=O)(=O)c1cc(C(=O)Nc2ccc(Sc3ccccc3)cc2)ccc1C,0.1,4.2,19.4,1.1
COc1cc(SC)ccc1C(=O)NCCOc1ccccc1Cl,0.1,6.7,-67.0,0.4
Cc1ccc(N(C(C)C(=O)NCCSc2ccccc2)S(C)(=O)=O)cc1 (stereo not given),-0.2,7.3,-17.6,2.3
O=C(Cn1nc(-c2ccc(Cl)cc2)ccc1=O)NC1CC1,0.2,1.9,-2.2,0.2
O=[N+]([O-])c1ccccc1NCc1ccccc1Cl,-0.2,8.2,2.6,0.1
O=C(Nc1ccc(N2CCOCC2)cc1)c1ccc2nc(Nc3ccc(C(F)(F)F)cc3)sc2c1,0.1,14.2,-25.4,-2.8
O=C(Nc1nc(-c2nc3ccccc3s2)cs1)c1ccccc1[N+](=O)[O-],-0.1,4.1,-11.0,2.7
COc1ccc2nc(NC(=O)c3ccc(S(=O)(=O)N4CCc5ccccc54)cc3)sc2c1,0.2,10.5,-1.3,0.4
CCOc1ccccc1NC(=O)C(C)N(c1ccccc1)S(C)(=O)=O (stereo not given),-0.1,-13.8,6.1,3.1

# Full records as entered above.
# COc1cc(SC)ccc1C(=O)NCCOc1ccccc1Cl in the list: FBW7 act = 0.1; MITF primary = 6.7; TEAD-YAP block = -67.0; GPR151 activ = 0.4
# CSc1ccccc1NC(=O)c1nn2c(C(F)(F)F)cc(-c3ccc(F)cc3)nc2c1Cl in the list: FBW7 act = 0.2; MITF primary = 13.5; TEAD-YAP block = 0.8; GPR151 activ = 3.1
# Cc1cccc(NC(=O)CSc2nnc(NC(=O)CC(C)C)s2)c1C in the list: FBW7 act = 0.5; MITF primary = 15.3; TEAD-YAP block = 8.5; GPR151 activ = 0.7

# Entries above with a Cl atom:
SMILES,FBW7 act,MITF primary,TEAD-YAP block,GPR151 activ
CSc1ccccc1NC(=O)c1nn2c(C(F)(F)F)cc(-c3ccc(F)cc3)nc2c1Cl,0.2,13.5,0.8,3.1
COc1cc(SC)ccc1C(=O)NCCOc1ccccc1Cl,0.1,6.7,-67.0,0.4
O=C(Cn1nc(-c2ccc(Cl)cc2)ccc1=O)NC1CC1,0.2,1.9,-2.2,0.2
O=[N+]([O-])c1ccccc1NCc1ccccc1Cl,-0.2,8.2,2.6,0.1

# (continued)
SMILES,FBW7 act,MITF primary,TEAD-YAP block,GPR151 activ
CN1CCCC(OC(=O)CCc2ccccc2)C1 (stereo not given),-0.1,8.6,-5.2,-0.1
COc1cc(Nc2cccc(C(=O)NCCN(C(C)C)C(C)C)n2)cc(OC)c1OC,0.0,13.5,-1.2,1.5
Cn1nnc2c(N(CCc3ccccc3)Cc3ccccc3)ncnc21,0.8,15.9,5.3,3.5
O=C(Nc1ccccc1Cl)/C(=C\c1ccc2c(c1)OCO2)NC(=O)c1ccccc1Br,0.0,0.4,-2.6,2.0
Cc1sc(NC(=O)CN(Cc2cccs2)C(=O)c2ccccc2F)c(C(N)=O)c1C,0.0,-9.7,8.3,-0.8
COC(=O)c1c(-c2nc3ccccc3s2)cccc1[N+](=O)[O-],-0.2,-0.3,-48.8,-1.8
CNC(=O)/C(C#N)=C/c1c(Oc2ccc(C)cc2)nc2c(C)cccn2c1=O,0.0,-1.9,19.9,1.4
COc1cc(NC(=O)Cn2c(-c3ccccc3)cc(C(C)=O)c2C)cc(OC)c1,-0.2,-3.8,-1.2,-0.2
Cc1ccc(C(=O)COC(=O)c2cc(Cl)ccc2O)cc1[N+](=O)[O-],0.4,-4.7,-3.3,1.5
O=C(NCCCN1CCOCC1)C(=O)NC1CCCCC1,0.4,-6.3,-4.4,-0.4
CC(C)c1nc(C(=O)N2CCCC(CCC(=O)N(C)CCc3ccccn3)C2)cs1 (stereo not given),0.0,12.4,-2.1,-0.8
CCOC(=O)N1CCN(c2cc(-c3ccncc3)nc(C)n2)CC1,0.1,13.1,-10.7,-0.8
CCOc1ccccc1-n1c(=S)sc2c(=O)n(-c3ccccc3C)c(SCc3cccnc3)nc21,0.0,-3.0,6.2,-0.4
Cc1ccc(NC(=O)CSc2nc3cc(C(=O)NCC4CCCO4)ccc3c(=O)n2Cc2ccco2)cc1Cl (stereo not given),-0.1,5.3,8.0,-0.3
CC(C)Cn1cnc2c1c(=O)n(CC(=O)NN)c(=O)n2Cc1ccccc1,-0.1,1.8,1.9,0.6
C=CCN1CC(C(=O)N2CCC(CO)(CCc3ccccc3)CC2)CC1=O (stereo not given),0.1,13.0,5.9,0.0
O=S1(=O)N=C(Nc2ccc(F)cc2F)Sc2ccc(F)cc21,-0.1,10.5,-10.4,0.9
COC(=O)c1ccc(C2C=C(c3ccc(C(C)C)cc3)Nc3nnnn32)cc1 (stereo not given),-0.1,-1.0,-9.3,-0.6
CC(C)[C@@H]1NC(=O)[C@H]2CN(C(=O)NC3CCCCC3)CCN2C1=O,-0.2,71.3*,-3.3,1.1
CCN(C(=O)c1ccc(N2CC3CC(C2)c2cccc(=O)n2C3)c(NC(=O)c2cccs2)c1)c1cccc(C)c1 (stereo not given),0.0,15.0,4.2,1.0
COC(=O)c1ccc(C2C3=C(CC(C)(C)CC3=O)N(Cc3ccccc3)C3=C2C(=O)CC(C)(C)C3)cc1,-0.1,2.5,-0.8,0.2
O=C(NCCN1CCOCC1)c1cccc(-n2ncc3cc(Nc4ccccc4)c(N4CCOCC4)cc32)c1,-0.2,21.4,1.5,-1.4
O=C1CCC(C(=O)NCCCn2ccnc2)N1 (stereo not given),0.0,12.1,-3.1,-0.7
COc1ccc(CCNC(=O)CCn2c(SCC(=O)N3CCCC3)nc3ccccc3c2=O)cc1OC,0.2,-1.7,-11.3,1.7
CCOC(=O)C1=C(C)Nc2ccccc2N=C1NC(=O)c1[nH]c(C)c(C(=O)OC)c1C,0.1,-2.7,-4.9,0.0
CN1CCN(CC(=O)Nc2ccccc2[N+](=O)[O-])CC1,0.1,-7.9,-7.5,0.5
Cc1ccccc1N=C1SC(CC(=O)Nc2ccccc2C)C(=O)N1C (stereo not given),0.3,6.1,-4.1,3.9
O=C(CCCn1c(=S)[nH]c2cc3c(cc2c1=O)OCO3)N1CC=C(c2ccccc2)CC1,0.9,3.0,5.8,-1.4
CCOC(=O)CSc1nnc(COc2cccc(C)c2)n1C,0.0,-14.3,7.3,-0.5
Cc1cc(=O)c2c(C)nc(-c3ccccc3)nc2[nH]1,-0.1,-3.3,10.3,0.1
OC(c1nc2ccccc2[nH]1)C(O)c1nc2ccccc2[nH]1 (stereo not given),0.4,17.3,4.5,0.3
Oc1oc(-c2ccccc2)nc1/C=N/c1nccc(-c2cccs2)n1,0.0,10.0,-0.2,2.0
COC(=O)C1=C(C)NC2=C(C(=O)CC(C)(C)C2)C1c1ccc(OCc2ccc(F)cc2)cc1 (stereo not given),0.3,8.0,1.3,-0.6
COCCn1c(O)c(C=Nc2nc3ccccc3nc2N2CCCC2)c(=O)[nH]c1=S,-0.1,3.9,2.0,-0.1
CCOC(=O)c1ccc(NC(=O)c2cccc(NC(=O)C(CC)CC)c2)cc1,0.3,10.4,-36.7,-1.0
Cc1ccc(NC(=O)c2c[nH]c3ccccc3c2=O)c(C)c1,0.0,-2.9,-55.1,-0.5
COc1cc2cc(C#N)c(SCC(=O)N3CCCCC3)nc2cc1OC,-0.1,-1.5,-12.3,-0.3
CCOC(=O)CNC(=O)CSc1nc(C(C)C)nc2sc(C)c(C)c12,0.0,-8.9,-9.2,0.4
Cc1ccc(OCCNC(=O)C(=O)Nc2ccccc2C)cc1,-0.1,-8.2,3.5,2.7
COc1ccc(C2NCCc3cc(OC)c(OC)cc32)c(O)c1 (stereo not given),0.3,7.0,-3.4,0.5
COc1cccc(/C=N/Nc2ccc3ccccc3n2)c1OC,-0.1,-11.6,98.3*,-2.7
CCOC(=O)Cc1csc(SCC(=O)Nc2sc3c(c2C(N)=O)CCC3)n1,-0.1,9.5,4.5,0.5
Cc1ccc(OCC(O)CN2CCN(c3ccccc3F)CC2)c(C(C)(C)C)c1 (stereo not given),-0.2,0.6,11.3,-1.3
c1ccc(N2CCN(c3nc4ncnc(NCc5cccnc5)c4[nH]3)CC2)nc1,0.0,17.1,10.9,-0.5
COc1ccc(NC(=O)C2C3NC(=S)N(c4ccccc4)C2(C)Oc2ccccc23)cc1 (stereo not given),-0.1,31.8,-3.7,-2.0
COc1ccc(NC(=O)/C(C#N)=C\c2c(C)[nH]c3ccccc23)cc1,0.1,-10.9,1.1,-0.1
CCOC(=O)c1cnc2c(C)c(C)ccc2c1NCc1cccnc1,0.1,8.0,-8.9,0.0
COc1ccc(C(=O)N/C(=C/c2ccc([N+](=O)[O-])cc2)C(=O)Nc2ccc(F)c(Cl)c2)c(Cl)c1,0.1,3.9,-6.6,-1.4
COc1ccc(S(=O)(=O)Nc2cc3c4c(oc3c3ccccc23)CCCC4=O)cc1,0.0,12.5,55.6*,1.3
O=C(CCc1n[nH]c(=O)[nH]c1=O)Nc1cccc([N+](=O)[O-])c1,0.2,12.1,5.8,1.0
O=C(NNC(=O)c1cncn1-c1ccc(F)cc1)c1n[nH]c(=O)c2ccccc12,-0.1,-61.5,7.0,-0.6
CCCCc1cc(=O)oc2c(O)c(O)ccc12,-0.1,16.4,2.9,2.6
c1ccc2c(c1)nnn2CN1CCCC1,0.1,5.2,2.2,0.0
COc1ccc(N2CC(CNS(=O)(=O)c3ccccc3Cl)CC2=O)cc1 (stereo not given),0.2,16.2,1.0,-1.6
O=C(O)CCCCNS(=O)(=O)c1ccc(Cl)c(C(F)(F)F)c1,0.3,3.4,-3.1,0.3
Cc1csc2nc(CSc3nncn3-c3ccccc3)c(Br)n12,0.1,8.0,0.9,-1.2
COc1cccc(C2CC(c3ccc(Br)cc3)Nc3ncnn32)c1 (stereo not given),-0.1,17.8,-4.2,-2.4
C[C@@H]1NC(=O)[C@@H]2C[C@H](NC(=O)Nc3ccccc3F)CN2C1=O,0.0,12.3,-0.1,0.0
Cc1ccccc1SCCNC(=O)Nc1ccc(Br)cc1,0.6,11.0,2.7,-0.3
CCCOc1ccc(C(=O)CCN2CCOCC2)cc1,-0.1,2.9,-2.7,-1.1

# Remaining list, next part.
SMILES,FBW7 act,MITF primary,TEAD-YAP block,GPR151 activ
Cc1cc(C)n(Cc2ccc([N+](=O)[O-])cc2)n1,0.2,8.3,15.5,-0.6
COc1cc(Nc2nc(-c3c(C)nn(C)c3C)nc3c2ncn3-c2ccsc2)cc(OC)c1OC,0.2,-10.8,24.2,-0.8
COC(=O)CCC(=O)NNC(=O)Cc1ccccc1,-0.2,6.5,2.6,0.9
CSc1ccc2cc(CN[C@H]3CCCCNC3=O)c(N3CCOCC3)nc2c1,-0.2,11.0,0.5,1.0
COc1ccc(/C=C2/SC(=O)N(CC(=O)NCCO)C2=O)cc1OC,-0.1,5.9,-7.0,0.7
CC(Sc1nnc(N)s1)C(=O)Nc1ccccc1-c1ccccc1 (stereo not given),-0.2,-3.3,5.1,-0.4
NS(=O)(=O)c1ccc(NC(=O)COC(=O)Cn2cnnn2)cc1,-0.2,-2.3,-9.4,0.9
CCCCOc1ccc2c3c(c(=O)oc2c1)CCC3,0.0,-3.0,-6.5,3.1
CCOCCCNC(=O)c1cnn2c(C)c(Cc3ccccc3C)c(C)nc12,0.1,-5.8,-9.8,-1.3
Cn1c(Cc2csc(N)n2)nnc1SCC(=O)NCc1ccccc1,-0.3,3.6,-1.9,-0.7
Cc1cc(S(=O)(=O)NCC(c2ccccc2)c2ccccc2)ccc1-n1cnnn1,-0.2,-1.4,3.4,0.3
O=C(O)c1c(C(F)(F)F)nc2ncccn12,0.5,10.4,8.3,-1.2
COc1cc(/C=C2\C(=O)N(c3ccccc3)N=C2CSc2ccc(Cl)cc2)cc(OC)c1OC,-0.2,-16.7,4.8,-0.9
CC(C)C(NS(C)(=O)=O)c1nnc2n1CCN(Cc1cc3ccccc3s1)CC2 (stereo not given),0.1,-3.2,-2.1,0.1
CCCNC(=O)c1cnn2c(C(F)(F)F)cc(-c3ccc(Br)cc3)nc12,-0.1,-2.2,0.6,-0.1
Cc1nn(-c2ccccc2)c(Cl)c1C(=O)N1CCOCC1,0.0,7.5,5.7,0.7
COc1ccc(NC(=O)c2cnc3n(c2=O)CCS3)cc1OC,-0.1,6.7,-7.8,-0.9
CCOc1ccccc1NC(=O)C(NC(C)C)c1ccccc1 (stereo not given),-0.2,23.9,-1.3,-0.6
O=C(CSc1nccn1Cc1ccccc1)Nc1ccc(Br)cc1,-0.2,-1.1,-4.3,0.6
CC(NC(=O)c1ccco1)c1ccc(-c2ccccc2)cc1 (stereo not given),0.0,5.2,13.9,0.3
COc1cccc(C2c3[nH]c4ccccc4c3CCN2C(=O)Cn2cncn2)c1OC (stereo not given),0.2,13.0,-0.8,0.0
CCC(Sc1ccccn1)C(=O)Nc1cccc2ccccc12 (stereo not given),0.0,0.1,-0.5,-0.9

# Screening data: PubChem, The Scripps Research Institute Molecular Screening Center
